Assay outcomes deposited in PubChem by several laboratories.
CAL PDZ FP-1 – inhibitors of human CAL PDZ peptide binding; purified CAL PDZ, TMR-peptide fluorescence polarization, 1 h; AID 602252; inhibition, % at 24.9 µM; actives 0.92% (n = 300,000);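 active = mean inhibition of at least 30% with at least half of replicates also reaching 30%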;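 note: 0% = DMSO neutral control and 100% = excess unlabeled competitor peptide PRC23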
NSD2 HMT inh – inhibitors of human histone methyltransferase NSD2; NSD2 peptide methylation, AlphaScreen, 120 min; inhibition, % at 12.5 µM; actives 0.54% (n = 310,000); AID 743445; in the data active = inhibition above about 50%
Arrestin-AP2 inh – human beta-arrestin and AP2 interaction inhibition; FITC-arrestin peptide / GST-AP2 beads, flow cytometry; AP2 beta2 appendage carries R879A mutation; inhibition, % at 10 µM; actives 0.31% (n = 340,000); AID 504490;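 active = inhibition above a set limit, near 3 SD of compounds lacking own fluorescence, cut at about 54% in these data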;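 note: plate controls were DMSO wells for no effect and 5 µM unlabelled arrestin peptide for full effect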
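Measured by: flow cytometry, FL1 (488/535 nm); Material: AP2 appendage R879A on GSH beads; Evaluation: percent response; Timing: pre-incubation 12 min, peptide binding 1 h, room temperature; Also added: 50 nM FITC-arrestin peptide; Medium: PBS with 0.05% Tween 20 and 0.1% BSA.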
Keap1 Nrf2 FP – Keap1-Nrf2 (human) interaction inhibition | Keap1 Kelch-Nrf2 peptide fluorescence polarization, 1536-well | inhibition, % at 9.4 µM | actives 0.15% (n = 340,000) | AID 504523; in the data active = inhibition above about 12%;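 note: human Keap1 Kelch domain with fluorescein labeled Nrf2 9mer peptide probe; 0% = neutral control wells and 100% = peptide positive control; higher means more block of Keap1 binding to Nrf2 peptide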
V-ATPase pH – yeast V-ATPase proton transport regulation by pHLuorin; S. cerevisiae, pHLuorin cytosolic pH fluorescence; actives 0.37% (n = 350,000); response, % at 10 µM; in the data active = response mostly above about 7.3%, no sharp cut-off; inactive = mostly below about 5.4%; note: actives read high; inactives centre near 0; some compounds called inactive have numbers as strong as hits; reference of the scale not given here
RTF Ca sens inh – cardiac RTF calcium desensitization; actives 0.12% (n = 340,000); AID 493244; IANBD-labeled cardiac RTF, Ca2+ fluorescence; inhibition, % at 7.15 µM;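 active = inhibition above the mean inhibition of all tested compounds plus 3 SD, cut at about 17% in these data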;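 note: assay run at fixed EC70 calcium of 1.6 mM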
DAGLB inhibitor – diacylglycerol lipase beta (human) inhibition | actives 0.059% (n = 340,000) | inhibition, % at 5.17 µM | Q8NCG7 | HEK293T DAGLB membrane lysate, EnzChek fluorogenic substrate; in the data active = inhibition above about 34%;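 note: 0% = enzyme with vehicle and 100% = wells lacking enzyme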
Target sequence (Q8NCG7 whole entry, looked up): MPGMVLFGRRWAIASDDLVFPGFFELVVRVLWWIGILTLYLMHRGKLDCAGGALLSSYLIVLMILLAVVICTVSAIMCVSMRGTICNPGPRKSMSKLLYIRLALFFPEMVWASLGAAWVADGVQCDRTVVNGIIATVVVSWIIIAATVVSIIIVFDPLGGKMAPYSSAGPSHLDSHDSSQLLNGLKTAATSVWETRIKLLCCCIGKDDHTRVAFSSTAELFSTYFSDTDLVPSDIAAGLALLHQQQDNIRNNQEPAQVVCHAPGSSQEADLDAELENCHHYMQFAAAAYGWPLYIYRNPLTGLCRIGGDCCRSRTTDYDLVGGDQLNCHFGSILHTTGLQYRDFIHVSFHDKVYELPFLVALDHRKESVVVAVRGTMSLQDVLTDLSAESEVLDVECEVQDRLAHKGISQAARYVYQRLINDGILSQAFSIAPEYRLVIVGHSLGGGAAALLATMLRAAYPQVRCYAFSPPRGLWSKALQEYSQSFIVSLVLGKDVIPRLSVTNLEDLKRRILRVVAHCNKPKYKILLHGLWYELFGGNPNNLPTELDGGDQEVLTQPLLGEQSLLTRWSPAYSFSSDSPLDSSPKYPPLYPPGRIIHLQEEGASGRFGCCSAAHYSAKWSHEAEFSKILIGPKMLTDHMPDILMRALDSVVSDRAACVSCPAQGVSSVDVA
CAL PDZ FP-2 – blocks peptide binding to human CAL PDZ domain; Q9HD26; AID 504414; actives 0.02% (n = 330,000); purified CAL PDZ, TMR-peptide fluorescence polarization, 1 h; inhibition, % at 20 µM;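 active = highest replicate inhibition of at least 40%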;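 note: plate controls were DMSO neutral control wells for no effect and unlabeled competitor peptide control wells for full effect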
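Material: tagged CAL PDZ domain; buffer or medium: 25 mM sodium phosphate pH 7.4, 150 mM NaCl, TCEP, IgG, Thesit; compound dosing: single point, 20 µM; schedule: 1 h incubation at room temperature before polarization reading; measured by: FP readout, S and P plane fluorescence; read-out basis: percent inhibition from loss of millipolarization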
Pemphigus Ab inh – inhibitors of pemphigus antibody binding to human desmoglein-3; binding (percent of control), % at 10 µM; P32926; actives 0.48% (n = 310,000); DSG3-coupled beads, scFv-anti-DSG3-GFP binding, flow cytometry; stronger effect = lower value;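 active = binding more than 3 SD below its plate's average and above zero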;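 note: hits lower antibody fragment binding to DSG3; some compounds called inactive have numbers as strong as hits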
LANA DNA inh – blocks KSHV LANA C-terminal domain binding to DNA; MBP-C-LANA/FAM-LBS DNA binding, fluorescence polarization; inhibition, % at 9 µM; actives 0.078% (n = 340,000);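 active = highest replicate inhibition at or above 60% at 9 µM, even if other replicates fall short; inactive = all replicates below 60% inhibition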;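 note: 0% = neutral control wells and 100% = 4 µM acridine orange control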
* marks the source's active call; other numbers are inactive results; i = inactive; nt = not tested or not shown; & = joins results of further samples. The list is partial; the hit share may differ from the screen's.

SMILES	CAL PDZ FP-1	NSD2 HMT inh	Arrestin-AP2 inh	Keap1 Nrf2 FP	V-ATPase pH	RTF Ca sens inh	DAGLB inhibitor	CAL PDZ FP-2	Pemphigus Ab inh	LANA DNA inh
CCCCOC(=O)c1ccc(NC(=O)C2CCCO2)cc1 (centres undefined)	-1.5	-4.6	6.4	1.8	2.5	-20.8	-7.2	-3.6	101.8	0.1
O=C(c1cc(COc2ccc(F)cc2Cl)on1)N(Cc1ccncc1)CC1CCCO1 (centres undefined)	-2.9	-3.1	-1.9	-3.8	-4.9	4.5	1.7	0.7	91.1	-0.4
O=Cc1ccc(OC(=O)c2cc(Cl)nc3ccccc23)cc1	-4.2	5.2	-1.4	-2.4	5.6	-7.8	-2.5	-1.8	104.4	-0.6
Cc1cc(C)c2c3c(cn2n1)c(=O)n(C)c(=O)n3C	-0.5	nt	14.0	2.4	0.4	3.3	-0.2	-2.3	102.7	0.4
COc1ccc(NC(=O)COC(=O)c2ccco2)c([N+](=O)[O-])c1	-2.1	0.1	8.0	-2.0	-3.0	2.9	-2.2	-2.7	97.7	-0.2
COc1ccccc1C(=O)NCC(C)(C)CN=C1NS(=O)(=O)c2ccccc21	-3.1	-0.7	7.1	-2.0	-3.7	-3.0	-0.1	-0.2	97.9	-0.9
CC(=O)c1cccc(NC(=O)COC(=O)Cc2ccc(Cl)cc2)c1	-4.9	5.2	-4.3	2.6	1.1	-4.8	0.1	-2.9	99.8	-0.3
O=C1CCC(=O)N1OCCCOc1ccccc1	0.1	-2.7	22.1	-0.6	-3.4	0.5	-1.5	0.2	91.9	1.9
COc1ccc(NC(=S)N2c3ccccc3CC2C)cc1OC (centres undefined)	-1.6	3.5	4.0	2.3	-0.8	5.1	-0.5	0.0	101.4	14.5
COC(=O)c1cccc(C(=O)N2CCCC(Nc3ccc(C)c(C)c3)C2)c1 (centres undefined)	-1.8	9.3	-11.6	-3.1	6.4	-4.5	-2.9	-2.3	100.6	-1.0
COc1ccc(CCNC(=O)C(=O)NCc2ccccc2)cc1OC	1.0	7.7	-1.1	-0.1	1.5	-2.3	-2.2	-1.0	101.0	-1.0
COc1cccc(=O)c2c(C)n(CC(=O)c3ccccc3)c(C)c12	-4.2	-0.3	14.0	-3.2	-3.4	-0.6	3.0	-1.3	nt	2.5
COc1ccc(CN2CCC(Cc3ccccc3)CC2)cc1OC	nt	7.1	10.3	1.5	3.3	-11.2	-2.2	-0.4	95.5	-0.3
CCOC(=O)CSc1nnc(NC(=O)CCc2ccccc2)s1	-3.3	8.5	9.3	-2.5	-3.1	-2.9	-0.1	-0.7	98.6	-0.4
CN1CCCN(C2C3CC4CC(C3)CC2C4)CC1 (centres undefined)	-4.9	nt	7.2	-4.7	-0.4	-8.9	-1.9	-1.1	nt	0.0
CC(C)(C)SCCNC(=O)c1ccccc1	1.3	3.0	-2.3	0.1	1.9	3.4	-1.0	-0.2	107.1	1.3
Oc1ccc(Cl)cc1C=NCCc1ccccc1	-0.7	-1.2	33.8	-1.8	0.3	8.8	7.2	-0.3	98.4	1.1
O=[N+]([O-])c1ccccc1CS(=O)(=O)c1ccccc1	3.5	nt	44.5	-1.9	2.4	7.7	-3.8	-0.1	94.4	-1.0
COc1ccc(C2=NS(=O)(=O)N(C)C(C(=O)NCc3ccccn3)=C2)cc1OC	3.4	nt	7.1	-1.9	2.2	-3.6	0.6	-2.6	106.7	-1.8
Cc1ccc(C(=O)Nc2nc(=O)[nH]s2)cc1	nt	10.1&-0.8	-3.7&-9.2	1.1&0.8	0.8&2.8	-8.2&0.3	-0.5&-1.2	-0.2&-0.3	87.2&75.4	-1.3&-0.4
COc1cc(C)c(NC(=S)Nc2cccc(Cl)c2C)cc1OC	-3.6	-3.5	-2.4	-0.2	1.1	12.7	0.9	-3.4	101.2	1.2
CCOc1ccc(OCc2cccc(C(=O)N(CC)CC)c2)cc1	-0.3	-0.7	-2.2	-3.7	nt	-5.3	-2.6	-2.7	111.7	-1.2
COc1ccc(CNC(=O)CN(Cc2ccc(C)cc2)C(=O)c2csnn2)cc1	-4.5	-0.4	-4.8	-3.1	-4.3	0.0	0.4	-1.7	nt	1.9
CCOC(=O)c1c(-c2ccccc2)oc2ccc(OC(C)C(=O)O)cc12 (centres undefined)	11.4	-5.2	-9.1	-2.8	1.7	3.5	0.2	-1.3	96.8	0.8
Cc1cccn2cc(CCNC(=O)Cc3cccs3)nc12	-6.3	-1.3	-4.4	1.6	-0.5	2.7	0.8	0.6	96.2	0.4
CSCC[C@H](NC(=O)Nc1ccc(OC(F)(F)F)cc1)C(=O)O	-1.2	-1.6	8.7	1.9	1.2	8.6	0.2	-1.0	99.9	-0.1
COC(=O)c1ccccc1NC(=O)CSc1nnc(-c2ccoc2C)n1C	1.7	1.6	9.6	5.5	3.7	-4.2	-0.9	-1.5	111.3	-5.1
CC(=O)N1CCN(CC(=O)Nc2c(Cl)cc(Cl)cc2Cl)CC1	-1.1	-2.2	4.0	2.6	-0.6	1.2	-1.9	-1.9	100.2	-0.9
COc1ccc(N2CCN(C(=O)CNC(=O)c3ccc(C(C)(C)C)cc3)CC2)cc1	1.6	-2.2	-9.8	1.9	13.9*	-3.1	-3.8	0.5	94.0	-1.1
CC(=O)c1ccc(N2CCN(C(=O)c3cccs3)C(C)C2)c(F)c1 (centres undefined)	-1.0	2.2	5.7	-1.4	-4.1	7.4	-2.2	-1.3	127.4	3.2
CC1(C)CC(NC(=O)c2cc([N+](=O)[O-])cc([N+](=O)[O-])c2)CC(C)(C)N1	5.5	10.5	2.6	-1.8	0.5	0.2	-1.1	-0.2	112.5	-0.4
Cc1ccc(S(=O)(=O)NC(C)C(=O)NC2CC2)cc1 (centres undefined)	-1.5	2.2	-21.9	-1.9	1.1	-8.3	2.2	-1.9	97.1	0.7
Cc1cc(C)c2cc(C#N)c(SCC(=O)NCC3CCCO3)nc2c1 (centres undefined)	0.5	-2.2	-1.5	-2.8	1.4	4.0	0.3	-1.2	115.7	1.9
N#Cc1ccc(NC(=O)COc2ccc(-n3cnnn3)cc2)cc1	1.6	2.4	-19.4	-3.8	-1.0	1.0	-0.8	-0.5	nt	0.3
CC1CCCC(C)N1NC(=O)c1cccc(S(=O)(=O)N2CCc3ccccc32)c1 (centres undefined)	nt	-4.7	18.9	0.4	0.3	-11.1	-0.6	0.1	103.4	0.2
O=C(c1ccccc1NS(=O)(=O)c1cccc([N+](=O)[O-])c1)N1CCCC1	-1.8	0.4	2.4	2.8	4.8	-2.8	-2.3	-1.2	nt	1.0
CC(=O)N1CCc2c(sc(NC(=O)Cc3ccc(F)cc3)c2C#N)C1	-4.2	-0.3	5.1	-0.6	0.6	0.8	-1.4	-1.4	102.8	0.5
COC(=O)c1cccc(NC(N)=S)c1	4.9	0.2	4.8	-0.3	-0.1	-1.7	-4.4	-1.0	96.0	-0.3
Cc1ccc(NC(=O)C2COc3ccccc3O2)nc1 (centres undefined)	-2.6	-0.4	-9.6	-1.2	-1.9	-3.6	-11.8	-1.2	98.2	0.5
CCSc1ccccc1C(=O)Nc1ccc2c(c1)OCO2	nt	3.4	5.8	-3.0	-3.4	-14.8	-1.4	-1.2	107.1	0.6

Look-ups from the results shown:
NSD2 HMT inh, COc1cc(C)c(NC(=S)Nc2cccc(Cl)c2C)cc1OC stands at -3.5
LANA DNA inh, CC(=O)N1CCc2c(sc(NC(=O)Cc3ccc(F)cc3)c2C#N)C1 stands at 0.5

Remaining list, next part
SMILES	CAL PDZ FP-1	NSD2 HMT inh	Arrestin-AP2 inh	Keap1 Nrf2 FP	V-ATPase pH	RTF Ca sens inh	DAGLB inhibitor	CAL PDZ FP-2	Pemphigus Ab inh	LANA DNA inh
COc1cccc(-n2c(-c3ccc4[nH]c(C)c(C)c4c3)n[nH]c2=S)c1	nt	5.8	10.0	1.0	-1.4	-14.3	2.7	-0.3	90.4	0.2
CCOC(=O)/C=c1/s/c(=C/c2ccc3cc(OC)ccc3c2)c(=O)n1CC(=O)NCC1CCCO1 (centres undefined)	-3.3	0.6	1.3	-3.7	-34.9	-1.2	-0.5	-0.4	92.8	-0.5
COc1ccc(C(=O)/C=C/c2ccccc2OC)c(OC(=O)c2ccc([N+](=O)[O-])cc2)c1	-1.0	-1.1	1.6	1.8	2.8	-3.1	-0.7	-0.7	74.1	1.5
O=C1c2cccnc2C(=O)N1Cc1ccc(F)cc1S(=O)(=O)NCc1ccco1	-1.2	3.3	0.7	-4.1	3.5	-10.5	-2.9	-1.6	101.0	-0.3
Cc1ccc(NC(=O)Cc2n[nH]c(=S)n2C)cc1	-4.4	0.2	-36.5	-4.2	4.8	-5.5	0.4	-2.5	115.6	1.9
CCn1cc(CN2CCC(n3nccc3NC(=O)c3ccccc3OC)CC2)cn1	0.2	8.6	0.2	-0.7	0.5	-7.9	-0.5	-1.1	nt	0.2
O=C1CSC(c2ccccn2)N1c1ccc(Br)cc1 (centres undefined)	2.1	-5.1	20.6	-3.0	-3.4	-0.3	-0.3	-0.5	109.2	-0.2
CCn1cnc2cc(NC(=O)c3ccco3)ccc21	-3.5	-4.6	27.7	-3.9	1.4	-1.9	-0.7	-2.8	105.2	0.5
CNc1nc(-c2ccc(OC)cc2)c(-c2ccc(OC)cc2)s1	-1.7	2.8	24.7	0.7	4.9	-7.9	2.4	-2.2	96.3	0.2
COc1ccc2noc3c2c1C(=O)c1ccccc1-3	1.3	107.5*	4.5	106.1*	-0.5	i	-213.5	27.0	90.4	129.7*
CC(C)c1ccc(NC(=O)COc2ccccn2)cc1	1.1	5.5	18.1	-4.3	1.8	4.7	2.8	-1.0	93.6	0.1
CC1(C)Cc2c(sc3c2c2ncnn2c2nnc(SCC(=O)NCc4ccco4)n32)CO1	-3.6	2.1	5.7	-3.3	5.0	1.0	0.1	-1.3	95.9	-0.8
Cc1ccc(C(=O)N/C(=C/c2ccc(-c3cccc([N+](=O)[O-])c3)o2)C(=O)NC(C)(C)C)cc1	-3.0	0.0	14.7	-2.4	-5.5	-8.3	3.0	0.3	102.5	-0.9
O=C(O)CCCN=C1NC2(CCCC2)Cc2ccccc21	-2.9	-0.1	-3.8	-1.0	0.2	-1.1	-1.4	1.3	100.3	-0.3
Cc1nc([N+](=O)[O-])c(Sc2nc3ccccc3[nH]2)n1Cc1ccccc1	nt	7.6	6.6	2.6	-0.5	-4.8	-0.3	-1.1	104.3	-0.8
NNC(=O)c1sc(-c2ccccc2)cc1N	-4.1	1.1	21.0	-11.0	0.0	5.5	7.8	-1.3	nt	-0.2
